High-throughput results from PubChem.
Growth percent in the NCI-60 one-dose screen (48 h, 10 µM unless noted): 100 = growth as untreated, 0 = no growth, -100 = all killed.
U251: U251 CNS tumor cells | 80,000 compounds, 5.4% hits | AID 1794753
786-0: 786-0 renal cancer cells; 81,000 compounds, 5.1% hits; AID 1794775
SN12C: SN12C renal cancer cells; 81,000 compounds, 3.8% hits; AID 1794767
UO-31: UO-31 renal cancer; AID 1794768; 81,000 compounds, 5.2% hits
SF-295: SF-295 CNS cancer cells; 79,000 compounds, 5.6% hits
CAKI-1: CAKI-1 renal cancer; 75,000 compounds, 4.7% hits
SF-268: SF-268 CNS cancer cells; 82,000 compounds, 3.1% hits; AID 1794759
TK-10: TK-10 renal cancer cells; 81,000 compounds, 3.9% hits
* marks the source's active call; other numbers are inactive results; x = not tested or not shown; & = joins results of further samples. The calls were made as follows: active = growth percent below 10; inactive = the rest.

Sequence of screens: U251	786-0	SN12C	UO-31	SF-295	CAKI-1	SF-268	TK-10
CCN1CCCC(N2c3ccccc3Sc3ccccc32)C1 (stereo not given)
 : 95	88	101	79	107	101	103	79
CCOC(=O)c1cc(=O)[nH]c(O)c1N=Nc1ccccc1
 : 109	101	109	56	118	110	94	126
C=CCn1c2c(c3ccccc31)CC1CN(C3CCCCC3)C(=O)C1C2C(=O)O (stereo not given)
 : 104	x	91	79	97	96	91	124
CC(=O)Oc1cc2c(c3ccccc13)CCC2=O
 : 105	102	103	83	108	82	101	110
NS(=O)(=O)c1ccc(-n2ncc3c(Nc4ccc(Cl)cc4)ncnc32)cc1
 : 81	90	80	73	99	167	104	123
CC1(O)CCCC1
 : 106	92	94	92	103	97	102	106
CC(=O)N1N=C(c2ccccc2)CC1c1cc(-c2cc3ccccc3o2)n(-c2ccccc2)n1 (stereo not given)
 : 98	97	103	84	94	87	112	88
CN(C)c1ncnc2c1ncn2C1CCCO1 (stereo not given)
 : 101	107	104	84	104	100	93	99
Clc1cc(Cl)cc(N2N=C(c3cccc(Nc4ccncc4)c3)CC2c2ccc3c(c2)OCO3)c1 (stereo not given)
 : -44*	92	65	40	41	16	72	66
CC1(C)C/C(=C\c2ccccc2[N+](=O)[O-])C(=O)c2ccccc21
 : 100	101	108	95	95	89	104	110
COc1ccc(CCNCCCOc2cc3c(Nc4ccc(S(=O)(=O)Nc5cc(C)on5)cc4)ncnc3cc2OC)cc1OC
 : 102	111	97	85	104	96	103	107
C=CCc1c2c(c(OC)c3ccoc13)C(=O)/C(=C/c1ccc(Cl)cc1)O2
 : 106	102	96	92	x	82	100	96
CCN(CC)c1ccc(/C=N\NC(=O)C(=O)N/N=C\c2ccc(N(CC)CC)cc2)cc1
 : 103	107	x	87	112	102	110	118
COS(=O)(=O)CCC(=O)Nc1cc(C(=O)Nc2cc(C(=O)NCCC(=O)NCCCCCCCCCCN3C(=O)N(c4ccc(C#N)c(C(F)(F)F)c4)C(=O)C3(C)C)n(C)c2)n(C)c1
 : 101	99	99	72	103	82	96	95
O=C(Nc1ccc(-n2cc(-c3ccncc3)c(-c3ccc(Cl)c(O)c3)n2)cc1)c1cc(Cl)cc(Cl)c1
 : 42	-39*	70	12	-62*	-32*	75	61

Complete entries, quoted from the list. Order of values: U251	786-0	SN12C	UO-31	SF-295	CAKI-1	SF-268	TK-10
CN(C)c1ncnc2c1ncn2C1CCCO1 (stereo not given) reads 101	107	104	84	104	100	93	99
CC1(O)CCCC1 reads 106	92	94	92	103	97	102	106

Further compounds.
Sequence of screens: U251	786-0	SN12C	UO-31	SF-295	CAKI-1	SF-268	TK-10
COc1ccc(C2C(C#N)=C(N)Oc3n[nH]c(-c4cccs4)c32)cc1C(F)(F)F (stereo not given)
 : 98	101	102	90	99	x	92	95
Cc1ccc(-c2[nH]c(=S)[nH]c(=O)c2C#N)o1
 : 106	92	115	82	100	100	99	107
CCOC(=O)CSc1c([N+](=O)[O-])ncn1C
 : 98	111	102	90	102	x	103	94
O=C(Nc1ncc(Cc2ccc(Br)cc2)s1)C1=NCCCN1
 : 105	103	102	86	99	89	105	104
CCCCn1c(=O)[nH]c2c(c1=O)C(c1ccc(F)cc1)c1c([nH]c(=O)n(CCCC)c1=O)N2
 : 99	92	x	92	97	100	101	94
CCCCCOc1ccc(C(=O)OC)cc1
 : 103	105	97	80	104	100	101	109
CC(=O)Nc1ccc(-c2nc3cc(-c4ccc(O)cc4)ccc3n2C)cc1
 : 60	50	40	31	47	35	68	79
CCn1c(SCC(=O)N/N=C(\C)c2ccc(Cl)cc2)nc2c1c(=O)n(C)c(=O)n2C
 : 104	101	100	81	101	85	98	125
CCC(C)[C@@H]1NC(=O)[C@@H]2CCCN2C(=O)[C@H](Cc2ccccc2)NC(=O)[C@@H]2CCCN2C(=O)[C@H](Cc2ccccc2)NC(=O)[C@@H]2CCCN2C(=O)[C@H](Cc2ccccc2)NC1=O (stereo not given in full)
 : x	109	102	105	x	94	119	104
C=C(C)Cn1c(SCC(=O)c2cccs2)nc2sc3c(c2c1=O)CCCC3
 : 36	53	64	59	42	54	42	87
COc1cc(CNC(=O)/C=C/C=C/c2ccc3c(c2)OCO3)ccc1OCc1cn(-c2ccc(C#N)cc2)nn1
 : 100	93	90	94	102	86	89	105
CCOC(=O)CC(NC(=O)C(CC(=O)OCc1ccccc1)NC(=O)OCc1ccccc1)C(=O)OCC (stereo not given)
 : 100	99	100	83	96	97	104	95
CCO/C=N/C1=C(C#N)C(c2ccc(OC)cc2)c2sc3c(F)cccc3c2O1 (stereo not given)
 : 25	33	40	38	17	25	44	52
Cc1ccc(S(=O)(=O)NCCCNc2nc(Nc3ccc(N4CCN(C)CC4)cc3)nc3ccsc23)cc1
 : 6.6*	-27*	58	51	-42*	15	42	124
Nc1c(-c2ccc3c(c2)OCCO3)oc2ccccc2c1=O
 : 90	101	95	82	x	90	97	114

Some of the entries so far, as tab-separated lines:
Structure	U251	786-0	SN12C	UO-31	SF-295	CAKI-1	SF-268	TK-10
COS(=O)(=O)CCC(=O)Nc1cc(C(=O)Nc2cc(C(=O)NCCC(=O)NCCCCCCCCCCN3C(=O)N(c4ccc(C#N)c(C(F)(F)F)c4)C(=O)C3(C)C)n(C)c2)n(C)c1	101	99	99	72	103	82	96	95
O=C(Nc1ccc(-n2cc(-c3ccncc3)c(-c3ccc(Cl)c(O)c3)n2)cc1)c1cc(Cl)cc(Cl)c1	42	-39*	70	12	-62*	-32*	75	61
COc1ccc(C2C(C#N)=C(N)Oc3n[nH]c(-c4cccs4)c32)cc1C(F)(F)F (stereo not given)	98	101	102	90	99	x	92	95
Cc1ccc(-c2[nH]c(=S)[nH]c(=O)c2C#N)o1	106	92	115	82	100	100	99	107
CCOC(=O)CSc1c([N+](=O)[O-])ncn1C	98	111	102	90	102	x	103	94
O=C(Nc1ncc(Cc2ccc(Br)cc2)s1)C1=NCCCN1	105	103	102	86	99	89	105	104
CCCCn1c(=O)[nH]c2c(c1=O)C(c1ccc(F)cc1)c1c([nH]c(=O)n(CCCC)c1=O)N2	99	92	x	92	97	100	101	94
CCCCCOc1ccc(C(=O)OC)cc1	103	105	97	80	104	100	101	109
CC(=O)Nc1ccc(-c2nc3cc(-c4ccc(O)cc4)ccc3n2C)cc1	60	50	40	31	47	35	68	79
CCn1c(SCC(=O)N/N=C(\C)c2ccc(Cl)cc2)nc2c1c(=O)n(C)c(=O)n2C	104	101	100	81	101	85	98	125
CCC(C)[C@@H]1NC(=O)[C@@H]2CCCN2C(=O)[C@H](Cc2ccccc2)NC(=O)[C@@H]2CCCN2C(=O)[C@H](Cc2ccccc2)NC(=O)[C@@H]2CCCN2C(=O)[C@H](Cc2ccccc2)NC1=O (stereo not given in full)	x	109	102	105	x	94	119	104
C=C(C)Cn1c(SCC(=O)c2cccs2)nc2sc3c(c2c1=O)CCCC3	36	53	64	59	42	54	42	87
COc1cc(CNC(=O)/C=C/C=C/c2ccc3c(c2)OCO3)ccc1OCc1cn(-c2ccc(C#N)cc2)nn1	100	93	90	94	102	86	89	105
CCOC(=O)CC(NC(=O)C(CC(=O)OCc1ccccc1)NC(=O)OCc1ccccc1)C(=O)OCC (stereo not given)	100	99	100	83	96	97	104	95
CCO/C=N/C1=C(C#N)C(c2ccc(OC)cc2)c2sc3c(F)cccc3c2O1 (stereo not given)	25	33	40	38	17	25	44	52
Cc1ccc(S(=O)(=O)NCCCNc2nc(Nc3ccc(N4CCN(C)CC4)cc3)nc3ccsc23)cc1	6.6*	-27*	58	51	-42*	15	42	124
Nc1c(-c2ccc3c(c2)OCCO3)oc2ccccc2c1=O	90	101	95	82	x	90	97	114

(continued)
Sequence of screens: U251	786-0	SN12C	UO-31	SF-295	CAKI-1	SF-268	TK-10
C=C(C)CNC(=O)OC(C)C
 : 95	105	105	95	108	123	105	113
N#Cc1c(Cl)nc(SCC2CO2)nc1-c1ccccc1 (stereo not given)
 : 104	99	96	66	117	88	116	111
CSc1nc(N)c(N=Nc2ccc(S(=O)(=O)Nc3nccs3)cc2)c(=O)[nH]1
 : 100	100	101	76	x	101	102	116
CCN(CC)CCOc1ccccc1-n1c(C)ccc1-c1ccccc1
 : 85	x	92	55	93	85	78	85
CC(O)CN(CC(C)O)c1ccc2c(c1)Cc1cc([N+](=O)[O-])ccc1-2 (stereo not given)
 : 102	107	100	63	90	85	85	97
Cc1ccc(O)cn1
 : 114	110	114	96	114	99	107	102
N/C(=N\c1nc2ccccc2s1)NC(=O)N1CCC(O)CC1
 : 81	88	72	64	81	51	105	112
CCCCCCCCNC(=O)CCCCC(=O)NCCCCCCCC
 : 95	108	104	81	109	99	105	103
N#Cc1c(N)nn(C(=O)c2ccc(NC(=O)c3ccccn3)cc2)c1-c1cccc(Br)c1
 : 65	99	84	90	96	79	61	98
O=C1NC(=O)C([N+](=O)[O-])=C(O)C1=O
 : 88	106	109	94	115	94	101	91
CCOC(=O)C1=C(N)Oc2n[nH]c(C)c2C1c1cc(=O)oc2ccc(Cl)cc12 (stereo not given)
 : 99	116	97	84	108	103	102	128
c1ccc(Oc2ccccn2)cc1
 : 104	107	102	88	106	96	105	128
CCCCCCC[C@@H](O)CC(=O)N[C@H](CCCCN)C(=O)N[C@H](Cc1c[nH]c2ccccc12)C(=O)NC(CCCCN)C(=O)N[C@H](CC(C)C)C(=O)N[C@H](Cc1ccccc1)C(=O)N[C@H](CCCCN)C(=O)N[C@H](CCCCN)C(=O)N[C@H](CC(C)C)C(=O)N1CCCC1C(=O)N[C@H](CCCCN)C(=O)N[C@H](Cc1ccccc1)C(=O)N[C@H](CC(C)C)C(=O)N[C@H](Cc1c[nH]cn1)C(=O)N[C@H](CC(C)C)C(=O)N[C@H](C)C(=O)N[C@H](CCCCN)C(=O)N[C@H](CCCCN)C(=O)N[C@H](Cc1ccccc1)C(=O)O (stereo not given in full)
 : -60*	-34*	-41*	-55*	-61*	-70*	-54*	-80*
CCCCN=C(OC1C=CCCC1)SC (stereo not given)
 : 94	101	95	96	105	98	103	97
OC1CC2COCC2CC1O (stereo not given)
 : 94	95	92	93	93	95	102	94

Next section:
Sequence of screens: U251	786-0	SN12C	UO-31	SF-295	CAKI-1	SF-268	TK-10
COc1ccc2c(c1)CC[C@@]1(C)[C@H](C)C=C(I)[C@@]21CCCO
 : 100	93	94	81	95	63	91	97
C=C1c2c(C)nn(-c3ccccc3)c2N(C)C23C[C@@H]1C1(C)c4c(C)nn(-c5ccccc5)c4N(C)C(C)(C[C@H]12)C3 (stereo not given in full)
 : 56	83	70	51	50	32	82	x
COc1ccc(Cc2nnc3sc(SC)nn23)cc1
 : 97	102	102	87	106	96	98	103
COc1cc(-c2cncn2-c2ccc(-c3nc4ccc(F)cc4s3)cc2)ccc1F
 : 83	91	95	72	90	26	81	92
CCCCNC(C(=O)c1ccc(Cl)cc1)c1ccc(Cl)cc1 (stereo not given)
 : 98	110	98	76	100	87	96	116
CN(C)CCCC1(c2ccc(F)cc2)OCc2cc(-c3ccncc3)ccc21 (stereo not given)
 : 96	92	91	75	96	80	97	90
COc1cccc2c(OC)cccc12
 : 105	115	103	83	106	x	x	114
Clc1ccc(-c2ccc(N3CCCC3)nn2)cc1
 : 116	99	93	71	95	90	97	117
CC(C)N(CCOc1cccc(-c2nc3sccn3c2-c2ccnc(S(C)(=O)=O)n2)c1)C(C)C
 : 84	97	84	90	103	93	93	x
O=C1OC2(c3ccccc31)c1ccc(O)c(O)c1Oc1c2ccc(O)c1O
 : 104	117&109	103&99	88&90	130&110	114&104	114&108	101&105
CCCCOC(=O)c1cc(=O)[nH]c(=O)[nH]1
 : 100	97	x	92	94	102	99	97
O=C(Nc1ccc(Cl)c(C(F)(F)F)c1)c1cc(-c2ccc(F)cc2F)ccc1O
 : 102	101	98	75	103	91	101	123
O=S(=O)(Nc1ccc(Cl)cc1)c1ccc(-c2cnc(C3CC3)o2)cc1
 : 24	41	36	41	34	32	44	54
COc1ccc(NC(=O)C2=C(C)Nc3ncnn3C2c2cc(OC)c(OC)c(OC)c2)cc1 (stereo not given)
 : 101	108	117	98	96	92	114	104
O=CNc1cccc(Cl)c1
 : 100	98	96	99	117	99	104	98

Following part.
Sequence of screens: U251	786-0	SN12C	UO-31	SF-295	CAKI-1	SF-268	TK-10
CNCC(=O)Nc1cccc(Cl)c1C
 : 99	100	100	88	98	94	116	110
O=C(Nc1ccncc1)C(=O)c1cn(S(=O)(=O)c2cccc(Cl)c2F)c2ccccc12
 : 74	77	83	57	68	68	81	112
CCOC(=O)C1=C(N)N(c2ccc(C)cc2)C2=C(C(=O)CC(C)(C)C2)C1c1ccc(Cl)cc1 (stereo not given)
 : 96	98	98	84	96	70	95	98
COc1ccc(/C=C/c2c(C(=O)O)cccc2[N+](=O)[O-])c(OC)c1
 : 107	101	101	82	96	100	99	x
O=C(Nc1ccc(Oc2ccc(Nc3nc4ccccc4s3)cc2)cc1)Nc1ccc(Cl)c(Cl)c1
 : 30	43	25	26	18	38	36	54
COc1ccc(C2=N[C@@H](Cc3ccccc3)C(=O)c3c(nc4ccccn34)N2)cc1
 : 95	101	113	84	92	88	105	133
O=C(Nc1ncc(Cc2cc(C(F)(F)F)ccc2Cl)s1)C1COc2ccccc2O1 (stereo not given)
 : 81	90	90	68	86	77	84	93
N=c1ncn(C2CCOC2=O)c2nc[nH]c12 (stereo not given)
 : 101	103	97	84	103	102	99	113
